# SUMO1 PPI mod – SUMO1-SIM interaction modulation; P63165; SUMO1 binding to a labelled peptide, TR-FRET, 1 h; inhibition, % at 20 µM; hit rate 0.33% among 360,000; in the data active means inhibition above about 37%
# Target sequence (P63165 whole entry, looked up): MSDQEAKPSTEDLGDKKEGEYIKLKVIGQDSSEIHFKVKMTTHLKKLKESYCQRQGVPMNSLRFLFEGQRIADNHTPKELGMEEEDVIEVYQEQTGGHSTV
# NadD block – blocks S. aureus nicotinate mononucleotide adenylyltransferase. purified NadD enzyme, colorimetric absorbance read-out. AID 602399. inhibition, % at 20 µM. hit rate 0.78% among 360,000; in the data active means inhibition above about 26%; further: some compounds past the cut are filed as inactive
# Rin1 Abl inh – inhibitors of human Rin1-Abl protein interaction; AID 588664; hit rate 0.4% among 360,000; TR-FRET Rin1/Abl binding, biochemical; inhibition, % at 7.35 µM; in the data active means inhibition above about 5%, passing the limit was not always enough
# CSN deneddyl inh – CSN deneddylation inhibition. inhibition, % at 12.5 µM. Purified CSN, SCF-Nedd8-OG deneddylation, fluorescence polarization. AID 651999. hit rate 0.38% among 360,000;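 active means pattern-corrected inhibition above about 35%, with an unprinted fluorescence ratio check between 0.5 and 1.5, limit read from the data, passing the limit was not always enough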;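 further: 0% = enzyme with substrate and 100% = substrate without enzyme; some results filed as inactive read as strong as hits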
# Target sequence (Q92905 whole entry, looked up, one chain of several): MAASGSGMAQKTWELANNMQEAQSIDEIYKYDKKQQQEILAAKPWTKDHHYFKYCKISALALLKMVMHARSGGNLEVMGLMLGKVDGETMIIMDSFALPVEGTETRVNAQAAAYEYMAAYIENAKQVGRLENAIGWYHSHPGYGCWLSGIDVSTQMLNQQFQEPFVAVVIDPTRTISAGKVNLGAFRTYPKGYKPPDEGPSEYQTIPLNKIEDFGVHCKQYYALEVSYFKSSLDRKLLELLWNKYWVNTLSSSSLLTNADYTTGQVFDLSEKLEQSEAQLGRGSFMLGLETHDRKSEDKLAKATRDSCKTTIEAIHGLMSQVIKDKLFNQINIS
#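 Assay system: HEK293T-derived human Csn5 enzyme; quantity: 0.24 nM enzyme; medium: Tris/NaCl/DTT buffer, pH 7.5; also added: substrate SCFSkp2-Nedd8OG, 10 nM; doses: 12.5 µM compound; schedule: 90 min reaction at room temperature; signal: FP; read-out: % inhibition of substrate cleavage by Csn5; benchmarks: substrate-only high control, full reaction low control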
# LMPTP inh – LMPTP (human) inhibition | P24666 | recombinant LMPTP-A, OMFP fluorogenic substrate, fluorescence intensity | inhibition, % at 20 µM | hit rate 0.22% among 360,000;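 active means compounds that cut the enzyme signal by at least half of the control window in the single-dose screen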;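 further: plate controls were DMSO wells with enzyme plus substrate for no effect and substrate without enzyme for full effect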
# Target sequence (P24666 whole entry, looked up): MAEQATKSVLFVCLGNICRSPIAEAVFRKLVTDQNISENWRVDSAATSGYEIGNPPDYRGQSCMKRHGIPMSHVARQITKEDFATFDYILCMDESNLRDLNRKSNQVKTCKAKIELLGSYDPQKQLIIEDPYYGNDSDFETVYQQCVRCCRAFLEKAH
#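 material = LMPTP-A | quantity = 0.625 nM enzyme | reagent = OMFP substrate, 400 µM final | buffer or medium = Bis-Tris pH 6.0, DTT, detergent | detection = endpoint fluorescence intensity from OMFP dephosphorylation | dosing = single 20 µM dose | read-out basis = % inhibition relative to no-enzyme and uninhibited control wells | control set = no-enzyme and uninhibited controls | timing = 50 min at room temperature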
# Neddylation inh – blocks human cullin neddylation | hit rate 0.58% among 360,000 | AID 651699 | P61081+Q13564 | TR-FRET cullin neddylation, biochemical | calls only at 25 µM; in the data active means inhibition above about 36%
# Scp1 inh – Scp-1 (human) phosphatase inhibition; Recombinant Scp1, phosphopeptide, malachite green phosphate absorbance; inhibition, % at 20 µM; hit rate 0.88% among 340,000; AID 493091;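 active means inhibition above about 50% at 20 µM, limit read from the data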;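 further: plate controls were DMSO wells with enzyme for no effect and wells lacking enzyme for full effect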
#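 Test system: SCP-1 phosphatase catalytic domain, residues 76-261 | Compound dosing: One concentration, 20 µM, with 1.0% DMSO | Schedule: 45 min room-temperature reaction, 5 min colour, 30 min stabiliser | Detection: Absorbance at 630 nm | Read-out basis: % inhibition of SCP-1 phosphate liberation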
# DNMT1 block – DNMT1 (human) enzyme inhibition | inhibition (reported as % activation of signal), % at 10 µM | DNMT1 molecular beacon, Hinp1I cleavage, fluorescence | P26358 | AID 588458 | hit rate 0.83% among 360,000; in the data active means inhibition above about 50%
# STEP inh – inhibitors of human striatal-enriched phosphatase STEP. AID 588621. recombinant STEP, OMFP fluorogenic substrate, fluorescence. hit rate 0.25% among 360,000. inhibition, % at 20 µM. P54829;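 active means inhibition at 20 µM, scaled per plate between control wells, above about 37%, limit read from the data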;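 further: 0% = DMSO with enzyme and substrate and 100% = substrate only without enzyme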
#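 Material: STEP (striatal-enriched tyrosine phosphatase) enzyme, cell-free; Compound dosing: 20 µM single dose in 1% DMSO; Technique: fluorescence read at 480 nm ex / 540 nm em; Times: reaction 20 min, ambient temperature; Medium: 50 mM Bis-Tris pH 6.0 with 2.5 mM DTT and 0.005% Tween 20; Also added: OMFP at 25 µM.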
# Rpn11 block – Rpn11 (human) deubiquitinase inhibition | calls only at 20 µM | hit rate 0.59% among 360,000 | human 26S proteasome, Ub4-pepOG fluorescence polarization; 20S core pre-blocked with epoxomicin;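 active means inhibition at 20 µM, scaled to each plate's controls, above about 33%, limit read from the data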
# Target sequence (O00487 whole entry, looked up): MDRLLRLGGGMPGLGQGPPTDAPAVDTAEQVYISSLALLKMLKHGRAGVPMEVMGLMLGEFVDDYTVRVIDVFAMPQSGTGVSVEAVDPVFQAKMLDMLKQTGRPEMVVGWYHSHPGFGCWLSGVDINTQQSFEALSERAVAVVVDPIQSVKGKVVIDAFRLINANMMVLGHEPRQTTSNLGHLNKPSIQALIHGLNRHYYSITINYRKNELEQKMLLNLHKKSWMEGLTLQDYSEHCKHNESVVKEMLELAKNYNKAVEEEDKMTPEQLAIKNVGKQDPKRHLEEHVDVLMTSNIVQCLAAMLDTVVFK
# Starred values were filed as active, the others as inactive; i = inactive; / = not tested or not shown.
SMILES,SUMO1 PPI mod,NadD block,Rin1 Abl inh,CSN deneddyl inh,LMPTP inh,Neddylation inh,Scp1 inh,DNMT1 block,STEP inh,Rpn11 block
CC(=O)Nc1ccc(NC(=O)C(C)OC(=O)CCc2c[nH]c3ccccc23)cc1 (configuration not stated),3,6,-1,1,-0.3,i,-8,-5,3,i
CCCn1nnnc1SCC(=O)NCc1ccc(OC)cc1,3,3,-1,4,0.4,i,0,-2,1,i
CN(Cc1ccccc1)S(=O)(=O)c1cccc(C(=O)O)c1,3,-3,2,-8,-0.2,i,-10,0,1,i
CCc1ccc(NC(=O)N(C2CCC(C)CC2)C2CCN(C(C)=O)CC2)cc1 (configuration not stated),4,3,1,6,0.1,i,1,-1,-1,i
CC(C)C(=O)Nc1cccc(-c2cnc3ccccc3n2)c1,-24,-3,-2,-2,0.7,i,-6,-5,-3,i
CCOC(=O)N1CCN(C(=O)c2cn(CC)c3ccc(S(=O)(=O)N4CC(C)CC(C)C4)cc3c2=O)CC1 (configuration not stated),0,-2,2,9,-0.9,i,2,-5,-2,i
CC1=C(C(=O)Nc2cc(C(=O)N3CCC(C)CC3)ccc2C)SCCO1,2,-2,-6,-4,1.6,i,-4,3,-2,i
CN(CC(=O)N1CCc2ccccc21)S(=O)(=O)c1ccc(Br)s1,-3,-4,-4,3,1.6,i,-12,-3,-2,i
COc1cccc2c1C(=O)c1c(O)c3c(c(O)c1C2=O)CC(O)(C(=O)CO)CC3OC1CC(N(C)C)C(O)C(C)O1 (configuration not stated),-44,33*,-14,-73,7.9,i,-3,-265,-26,i
O=c1[nH]c2ccsc2c(=O)n1-c1ccc(F)c(Cl)c1,1,1,1,5,0.4,i,-2,-2,1,i
CC(=O)c1cccc(NS(=O)(=O)c2cc3c(cc2C)NC(=O)CO3)c1,-5,-4,-5,0,0.5,i,-1,-1,0,i
CN(C)CCNC(=O)c1cccc2c(-c3ccc(F)c(F)c3)coc12,-1,-2,-5,-6,0.3,i,/,1,3,i
CCOC(=O)C1CCN(Cc2cc(C(C)C)c(O)c(C(C)C)c2)CC1,2,-8,5,-14,0.6,i,-1,-2,-1,i
Cc1ccccc1OCC(=O)NNC(=O)CCc1ccccc1,-1,-6,-1,-2,-0.4,i,-3,-1,0,i
COc1cccc(CNc2ccc3c(c2)ncn3C)c1OC,4,-5,2,1,-1.2,i,-14,2,7,i
COC(=O)c1[nH]c2cccc(OC)c2c1NC(=O)CCN1CCC(C)CC1,-3,-2,0,5,0.2,/,6,0,-2,i
CCOC(=O)/C(C#N)=C/c1ccc(SC)cc1,-21,-5,-2,2,0.3,i,-7,7,0,i
CC1(C(=O)NCc2ccccc2)CN(S(C)(=O)=O)CC(=O)N1CCc1c[nH]c2ccccc12 (configuration not stated),0,/,/,2,-0.8,i,/,/,/,/
O=C(COC(=O)c1cc2c(s1)CCCC2)Nc1ccc(Cl)cn1,15,3,-3,1,-0.4,i,-9,14,-2,i
CCCCOc1ccc(C2/C(=C(/O)c3ccc4c(c3)CC(C)O4)C(=O)C(=O)N2CCCN2CCOCC2)cc1OC (configuration not stated),-7,12,-1,2,-0.4,i,-2,-2,2,i
CCOC(=O)c1ccc(NC(=O)C2CC(O)CN2S(=O)(=O)c2ccc(C)cc2)cc1 (configuration not stated),42*,-9,3,0,-1.0,i,-6,2,-2,i
COc1ccccc1/C=C1\Oc2cc(OC(=O)N3CCOCC3)ccc2C1=O,-30,-5,-3,0,1.2,i,-34,0,2,i
CC(C)CC(NC(N)=O)C(=O)NCCc1ccc(Cl)cc1 (configuration not stated),1,-5,1,-3,-1.8,i,-11,-1,1,i
Cc1cccc(C(=O)NC(=S)NCc2cccnc2)c1,-2,5,1,-5,-1.1,i,-5,-2,-1,i
COc1ccc(F)cc1-c1cc(C(=O)Nc2ccc(C)c(NS(C)(=O)=O)c2)[nH]n1,1,0,0,2,0.7,i,/,3,-3,i
COc1ccc(S(=O)(=O)N2CCC(C(=O)NCc3ccncc3)CC2)cc1OC,3,-4,3,-1,-0.4,i,-4,3,-2,i
O=C(O)CCCCCNC(=O)c1ccccc1,-1,0,2,-4,-0.9,i,2,0,0,i
COCc1cc(C)nc2sc(C(=O)Nc3ccccc3F)c(N)c12,-20,-5,-1,0,0.1,/,-10,7,-2,i
Cc1ccc(NC(=O)CN(C)C(=O)c2n[nH]c(=O)c3ccccc23)cc1,-3,-2,1,-2,0.3,i,5,4,1,i
COC(=O)C1CCN(Cc2nnc(-c3ccccc3)o2)CC1,-2,-4,2,1,-0.7,i,-13,-1,0,i
O=C(CSc1nnc2ccccn12)Nc1ccccc1[N+](=O)[O-],-33,-1,-3,0,0.0,i,/,0,-1,i
O=C(NCc1cccs1)c1ccc(CS(=O)(=O)c2ccc(Cl)cc2)o1,3,-3,0,2,-0.7,i,3,3,0,i
O=C(CSC1=NCCN1)NC(c1ccccc1)c1ccccc1,2,-9,0,-3,-0.8,i,-5,-3,-3,i
CCOc1ncccc1C(=O)Nc1ncc(C)s1,1,-6,1,2,0.1,i,-4,2,-3,i
CC(=O)Oc1ccc(/C(C)=N\N2CCN(Cc3ccc(Cl)cc3)CC2)cc1,3,-5,4,-1,-0.3,i,-1,1,-3,i
CCCN(CCC)CCNC(=O)Cn1cc2c(n1)-c1c(oc(C(=O)N3CCCC3)c1C)CC2,1,-2,0,0,-0.1,i,/,1,0,i
CCOC(=O)N1CCN(C(=O)CCl)CC1,2,-4,0,2,0.3,i,3,1,2,i
Cc1ccc(C(=O)Nc2nc3ccccc3n2CCN2CCCC2)cc1,1,4,-1,0,-0.7,i,-8,-1,-4,i
CCC(c1nnc(SCC(=O)N2CCOCC2)n1C1CCCCC1)N(C)C (configuration not stated),-3,-1,1,-2,-0.5,i,-4,0,0,i
NS(=O)(=O)c1ccc(CCNC(=O)CSc2ccc3ccccc3c2)cc1,0,-3,3,6,0.9,i,-9,-7,-3,i

# Exported with two lines to a compound: part of the list above
# Values run as follows: SUMO1 PPI mod	NadD block	Rin1 Abl inh	CSN deneddyl inh	LMPTP inh	Neddylation inh	Scp1 inh	DNMT1 block	STEP inh	Rpn11 block
> O=C(CSC1=NCCN1)NC(c1ccccc1)c1ccccc1
  2	-9	0	-3	-0.8	i	-5	-3	-3	i
> CCOc1ncccc1C(=O)Nc1ncc(C)s1
  1	-6	1	2	0.1	i	-4	2	-3	i
> CC(=O)Oc1ccc(/C(C)=N\N2CCN(Cc3ccc(Cl)cc3)CC2)cc1
  3	-5	4	-1	-0.3	i	-1	1	-3	i
> CCCN(CCC)CCNC(=O)Cn1cc2c(n1)-c1c(oc(C(=O)N3CCCC3)c1C)CC2
  1	-2	0	0	-0.1	i	/	1	0	i

# Other structures.
SMILES,SUMO1 PPI mod,NadD block,Rin1 Abl inh,CSN deneddyl inh,LMPTP inh,Neddylation inh,Scp1 inh,DNMT1 block,STEP inh,Rpn11 block
CCc1nnc(NC(=O)c2nc(S(=O)(=O)Cc3cccc(C)c3)ncc2Cl)s1,-2,4,4,-3,-1.6,i,-5,5,0,i
O=C(NC(c1cccnc1)c1ccc2c(c1)OCO2)C1CCN(CCOc2ccc(Cl)cc2Cl)CC1 (configuration not stated),-7,-2,2,3,3.9,i,/,-13,3,i
CCc1ccc(C(=O)CSc2nc(N)cc(=O)[nH]2)cc1,6,-1,1,5,2.3,i,-2,-2,0,i
OC(COCc1ccc2c(c1)OCO2)CN1CCCCC1 (configuration not stated),0,-7,-4,2,-0.7,i,-4,-7,0,i
COc1cc(NC(=O)c2sc3ncn(CC(=O)N4CCCC(C)C4)c(=O)c3c2C)cc(OC)c1OC (configuration not stated),1,3,-1,0,-0.3,i,0,1,0,i
O=C(CCNC(=O)c1ccc(Br)cc1)Nc1cccc(S(=O)(=O)N2CCCCCC2)c1,2,-13,-3,-7,2.4,i,-6,0,-2,i
Cc1ccc2nc(-c3ccco3)c(Nc3ccccc3)n2c1,-5,3,1,2,0.8,/,1,1,1,i
CC(C)CN(C(=O)COC(=O)C1CC1)c1c(N)n(Cc2ccccc2)c(=O)[nH]c1=O,3,4,0,2,-0.1,i,-1,2,-2,i
N#Cc1ccccc1CN1C(=O)NC2(CCCCCC2)C1=O,1,-7,-2,-1,-1.6,i,-2,-3,0,i
CN(CCOc1ccc(Cl)cc1)CC(O)c1ccccc1 (configuration not stated),5,-5,1,5,1.3,i,-3,0,3,i
COc1ccc(C(=O)CSc2[nH]c(=O)cc(C(F)(F)F)c2C#N)cc1,-7,-8,-1,1,-1.0,i,7,-1,2,i
CCOc1ccc(-c2cn3ccccc3n2)cc1,1,0,2,1,0.9,/,2,8,-1,i
CCOc1ccccc1N=c1oc2cc(O)ccc2cc1C(=O)NCC1CCCO1 (configuration not stated),-9,-8,3,3,-0.8,/,2,1,0,i
O=C(Nc1ccccc1)Nc1ncc(C(F)(F)F)cc1Cl,1,1,-1,2,-1.7,i,/,1,-4,i
O=C(CC1(O)C(=O)Nc2cc(Cl)cc(Cl)c21)c1ccncc1 (configuration not stated),-12,3,1,-3,1.4,i,-3,-2,-1,i
O=C(COc1ccc(Br)cc1)NCCCn1ccnc1,-4,10,1,-3,-1.9,i,-7,-6,-4,i
COc1ccccc1-c1cc(-c2ccc(O)cc2)nc(N)c1C#N,4,-4,-2,-2,2.9,/,33,-14,-3,i
CC(C)(C)NC(=O)C(=O)NNC(=O)c1cccc(Br)c1,2,0,1,8,-1.1,i,-10,3,-2,i
Cc1ccc(NC2CCCN(C(=O)CCc3cn[nH]c3)C2)cc1C (configuration not stated),2,-2,2,4,2.1,i,-2,-2,3,i
O=C(C[C@@H]1C/C=C\C[C@@H](NC(=O)OCC2c3ccccc3-c3ccccc32)C(=O)OCCNC1=O)N[C@@H](CO)Cc1ccccc1,8,-2,0,-1,-0.1,i,0,-18,-2,i
CCOc1ccc(S(=O)(=O)NC(C)(C)C)cc1-c1nc2c(C(C)(C)C)nn(C)c2c(=O)[nH]1,1,5,-2,1,2.5,i,-7,-8,-1,i
Cc1ccc2nc(N(CCN(C)C)C(=O)C3=COCCO3)sc2c1,-5,-12,1,0,-1.2,i,-9,1,0,i
COc1ccccc1CNC(=O)Cn1cccc1C(=O)c1ccccc1,3,-2,0,4,-1.4,i,-6,-2,0,i
Cc1cc(C)nc(NS(=O)(=O)c2ccc(N3C(=O)C4CCCCC4C3=O)cc2)n1 (configuration not stated),9,-7,4,-4,-1.4,i,-4,-1,-3,i
Cc1cccc(NC(=O)CNC(=O)COC(=O)c2ccco2)c1C,-2,-1,-2,-1,-1.5,i,-6,1,4,i
